Source: PubChem BioAssay
P. falciparum M17LAP = P. falciparum M17LAP inhibitors, primary screen, biochemical, fluorogenic H-Leu-NHMec substrate, 1536-well (AID 1619); recombinant M17LAP, H-Leu-NHMec fluorogenic kinetic assay; higher % means a stronger effect; inhibition, % at 30 µM; hits with a dose series show IC50 in µM; 220,000 compounds, 0.38% hits;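 active = compound inhibiting the enzyme by more than half at any dose during confirmatory dose-response retesting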;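 also: plate controls were full reaction with DMSO carrier for no effect and no enzyme background for full effect; strong numbers were not always called active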
NOD1 NF-kB reporter = inhibition of NOD1-driven NF-kB reporter – cell-based, luminescence, uHTS, primary screen (AID 1578); NOD1-driven NF-kB luciferase reporter cells, luminescence; higher % means a stronger effect; inhibition, % at 4 µM, or EC50 in µM where a hit was titrated; 290,000 compounds, 1% hits; in the data active = inhibition mostly above about 36%, no sharp cut-off; inactive = mostly below about 34%;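 also: HEK-293T reporter cells stimulated with the NOD1 agonist gamma-tri-DAP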
KOR beta-arrestin-1 = KOR antagonists, beta-arrestin recruitment, cell-based, luminescence, uHTS (AID 1778); KOR beta-arrestin recruitment, luminescence, antagonist mode; higher % means a stronger effect; inhibition, % at 10 µM; hits with a dose series show IC50 in µM; 290,000 compounds, 0.091% hits; also: strong numbers were not always called active
KOR beta-arrestin-2 = kappa opioid receptor activators – cell-based, luminescence, uHTS, primary screen (AID 1777) | KOR beta-arrestin recruitment, luminescence; higher % means a stronger effect | one-dose activation, % at 10 µM; EC50 in µM for titrated hits | 280,000 compounds, 0.02% hits; in the data active = activation above about 50%, passing the limit was not always enough; also: a part of the inactive calls stands beside numbers as strong as those of hits
AID2073 = disruptors of CaV2.2 binding to Mint1 – biochemical, HTRF (AID 2073). 290,000 compounds, 0.19% hits. HTRF protein-protein interaction, Mint1-CaV2.2; higher % means a stronger effect. one-dose inhibition, % at 20 µM; IC50 in µM for titrated hits; in the data active = inhibition mostly above about 51%, no sharp cut-off; also: some results filed as inactive read as strong as hits
HEK293 NOD2/NF-kB = NOD2 signaling inhibitors, cell-based, luminescence, uHTS, HEK293 (AID 1566) | 290,000 compounds, 0.63% hits | one-dose inhibition, % at 4 µM; EC50 in µM for titrated hits | HEK293 NOD2/NF-kB luciferase reporter, luminescence; higher % means a stronger effect; also: many of its hits are not listed in these tables
Dynein transport = dynein cargo transport inhibition; 3617.4 mouse cells, GR-EGFP nuclear translocation imaging; test concentration mostly 20 µM; stimulated with dexamethasone, 1 µM; active compounds read low; AID 1381; z-score, hits read low; 220,000 compounds, 0.47% hits;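 active = plate z-score of nuclear minus cytoplasmic receptor signal below a set negative limit, without overly bright fluorescence or cell loss, cut at about -3.5 in these data, passing the limit was not always enough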;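 also: z-score of nuclear minus cytoplasmic ring GR-EGFP intensity difference per well; some compounds called inactive have numbers as strong as hits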
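Buffer or medium: Induction medium lacking tetracycline, stripped serum | Also added: Dexamethasone agonist, 1.0 µM final, for 30 min | Timing: 48 h induction, 1 h compound, 30 min dex at 37 °C | Detection: Formaldehyde fixation, Hoechst nuclear stain, 10x automated fluorescence imaging | Measure: Nuclear versus cytoplasmic GR-EGFP signal, averaged per well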
M1AAP inhibition = P. falciparum M1AAP inhibitors, biochemical, fluorogenic H-Leu-NHMec substrate, 1536-well (AID 1445); recombinant M1AAP, H-Leu-NHMec fluorogenic kinetic assay; higher % means a stronger effect; inhibition, % at 30 µM; hits with a dose series show IC50 in µM; 220,000 compounds, 0.42% hits;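 active = primary inhibition above the hit cutoff, then over 50% inhibition at one or more dose response concentrations, cut at about 23% in these data, passing the limit was not always enough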;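 also: plate controls were DMSO full reaction for no effect and no enzyme background for full effect; strong numbers were not always called active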
GPR55 beta-arrestin = GPR55 agonists via beta-arrestin recruitment, primary screen, imaging, U2OS cells, beta-arrestin-GFP redistribution (AID 1961); 290,000 compounds, 0.048% hits; activation, % at 10 µM; hits with a dose series show EC50 in µM; U2OS GPR55 beta-arrestin-GFP redistribution imaging; higher % means a stronger effect;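 active = activation above 40% with more than 50 cells counted in the well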;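 also: U2OS osteosarcoma cells stably expressing GPR55 and beta-arrestin-GFP; plate controls were DMSO negative control for no effect and LPI positive control for full effect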
Dynein transport cytoplasmic EGFP = second read-out of Dynein transport, no call of its own (marks repeat the call); z-score; measured here: cytoplasmic GR-EGFP intensity; active compounds read high
Dynein transport nuclear GR-EGFP = second read-out of Dynein transport, no call of its own (marks repeat the call); z-score; measured here: nuclear GR-EGFP intensity;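 lower value marks the stronger effect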
Dynein transport cell count = also measured in Dynein transport; calls as there; z-score; measured here: cell count per field
* marks the source's active call; other numbers are inactive results; . = not tested or not shown; [ ] = dose if it differs, or a comment. Rule as the data show it, unless noted: active = inhibition above about 50%; inactive = the rest.

SMILES	P. falciparum M17LAP	NOD1 NF-kB reporter	KOR beta-arrestin-1	KOR beta-arrestin-2	AID2073	HEK293 NOD2/NF-kB	Dynein transport	Dynein transport cytoplasmic EGFP	Dynein transport nuclear GR-EGFP	Dynein transport cell count	M1AAP inhibition	GPR55 beta-arrestin
Nc1nc(NCCCN2CCOCC2)nc(NCc2ccccc2)c1[N+](=O)[O-]	9.3%	-10.8%	-5.6%	-0.9%	-7.5%	-5.0%	0.624	-0.24	0.294	-0.553	4.3%	0.2%
Cc1ccc(N2C(=O)c3cccc4cccc(c34)C2=O)cc1	3.5%	-6.1%	11.6%[20 µM]	-4.8%	-13.8%	7.4%	-1.36	-0.32	-0.497	0.924	-2.3%	0.0%
CCOC(=O)c1c(CS(=O)(=O)c2ccccc2)n(C)c2cc(Br)c(O)cc12	.	-24.7%	-16.5%	3.3%	8.9%	1.0%	.	.	.	.	.	0.2%
CC1NC(=O)NC1CCCCC(=O)O (stereo not drawn)	3.9%	-3.6%	11.2%	4.5%	7.9%	7.9%	0.857	-0.111	1.34	0.383	4.1%	0.8%
CC(C)CNS(=O)(=O)c1ccc(CCC(=O)NCc2ccc(Cl)cc2)cc1	.	-20.2%	17.9%	-2.7%	-3.3%	-0.2%	.	.	.	.	.	-0.2%
COC(=O)c1ccc(C(NC(=O)OCc2ccccc2)/C(F)=C/[C@@H](C)C(=O)NCc2ccc(OC)c(OC)c2)cc1 (stereo partly drawn)	20.8%	-22.2%	18.1%	0.5%	14.2%	7.3%	1.01	-0.25	0.771	-0.0124	-1.3%	0.2%
CC1=C(C(=O)OC2CCC(C)CC2)C(c2ccc(O)c([N+](=O)[O-])c2)NC(=O)N1 (stereo not drawn)	.	-32.8%	7.7%[20 µM]	-5.5%	-5.0%	10.4%	.	.	.	.	.	-0.1%
Cc1nc2sc3c(c2c(=O)n1N)CCC3	6.3%	-16.4%	-3.4%	-0.4%	4.8%	16.0%	-0.168	-0.236	-0.379	0.488	3.0%	-0.2%
CCOC(=O)C(=O)C1C(=O)Nc2ccccc21 (stereo not drawn)	-2.1%	6.9%	24.8%	1.6%	3.2%	10.8%	0.605	-0.194	0.531	-0.553	-3.3%	-0.1%
CC(C)N1CCN(c2ccncc2S(=O)(=O)N2CCOCC2)CC1	-1.1%	-5.0%	5.1%	-1.4%	-1.4%	5.0%	-0.0131	0.0385	0.171	0.178	8.2%	0.1%
O=C(Nc1nc(-c2cccnc2)cs1)c1cccc([N+](=O)[O-])c1	7.0%	-51.8%	-17.5%	13.8%	0.1%	-13.3%	-0.0882	-0.312	-0.026	0.15	5.3%	-0.3%
Cc1cc(NC(=O)CSc2nc3c(C)c(C)ccc3cc2C)no1	.	-23.7%	-50.6%	-3.4%	4.0%	3.2%	.	.	.	.	.	-0.2%
CCOc1ccc(C2NC(=O)NC(C)=C2C(=O)OCc2ccccc2)cc1 (stereo not drawn)	.	-7.9%	-22.8%[20 µM]	-3.7%	13.9%	11.0%	.	.	.	.	.	0.6%
CO/N=C/CC(=O)c1ccc(OC)cc1	4.6%	-20.5%	-7.5%[20 µM]	-4.5%	2.3%	-0.8%	3.42	-0.0974	1.5	-1.06	8.1%	0.2%
COc1cc2c(cc1OC)C(C)N(C(=O)CCc1c[nH]c3ccccc13)CC2 (stereo not drawn)	.	-8.2%	-19.1%	2.0%	0.7%	8.3%	.	.	.	.	.	-0.1%
CCOC(=O)c1c(N)sn(-c2ccccc2)c1=S	-7.2%	-33.4%	28.9%	-5.7%	7.3%	8.8%	0.913	-0.276	-0.46	-0.0197	-1.8%	-0.1%
CN(c1cccc(NC(=O)c2ccccc2N(C)S(C)(=O)=O)c1)S(C)(=O)=O	10.9%	-21.8%	29.2%	-0.1%	-4.6%	17.3%	-1.84	-0.313	-0.744	0.712	-10.3%	-0.2%
Cc1ccc2c(c1)N(C(C)C(=O)NCc1cccs1)C(=O)CO2 (stereo not drawn)	2.1%	-17.5%	16.4%	-0.5%	8.1%	4.3%	0.00578	-0.233	0.838	-0.771	-1.4%	0.1%
CCOc1cnc(-c2c(-c3c(F)cccc3Cl)noc2C)o1	0.3%	7.2%	-30.0%	-3.9%	6.7%	13.3%	-1.68	-0.335	-0.0516	1.05	9.8%	0.5%
CCn1c(=O)c(C(=O)Nc2ccccn2)c(O)c2ccccc21	-1.4%	-49.3%	-16.1%[20 µM]	.	10.6%	7.9%	0.724	0.248	0.61	-1.32	-11.3%	0.2%
Cc1c(C(=O)c2ccc(F)cc2F)c2ccccn2c1CCC#N	.	-13.4%	-14.6%	-0.8%	51.5%	7.9%	.	.	.	.	.	0.2%
COCCNc1nc(C)c(C(C)=O)s1	14.0%	-17.0%	10.2%	-3.7%	-2.2%	20.1%	0.727	-0.255	0.759	-0.288	2.5%	-0.3%
COc1cccc(-n2c(SCC(=O)NC3CCCC3)nnc2-c2ccco2)c1	11.1%	-36.2%	-15.3%	-1.6%	-0.3%	3.9%	0.556	-0.244	-0.00865	-0.28	-7.3%	-0.2%
Cn1nc2c(c1C(=O)O)CCCC2	8.6%	-28.9%	-9.2%	0.6%	4.9%	-2.6%	-0.401	-0.101	-0.722	0.743	-0.6%	0.3%
CCOc1ccc(OCCCC(=O)Nc2nc3ccccc3[nH]2)cc1	-5.0%	-27.5%	-44.0%	4.2%	23.4%	13.7%	-0.24	-0.266	0.384	0.713	0.6%	-0.6%

(list continues)
SMILES	P. falciparum M17LAP	NOD1 NF-kB reporter	KOR beta-arrestin-1	KOR beta-arrestin-2	AID2073	HEK293 NOD2/NF-kB	Dynein transport	Dynein transport cytoplasmic EGFP	Dynein transport nuclear GR-EGFP	Dynein transport cell count	M1AAP inhibition	GPR55 beta-arrestin
CCN(CCO)Cc1csc2cc(C)ccc12	-0.9%	-9.9%	18.5%	-0.5%	3.8%	6.4%	-0.136	-0.286	-0.258	0.213	3.2%	-0.2%
COc1ccc(C(C)=O)cc1CSc1nnc(Nc2ccc(C)cc2)s1	19.1%	30.6%	-9.2%	3.1%	-2.8%	48.0%	2.35	-0.361	1.12	-0.132	4.0%	-0.3%
COCCNC(=O)C1CCCN(S(=O)(=O)c2cccc3nsnc23)C1 (stereo not drawn)	.	-0.8%	-38.0%	-4.3%	18.8%	-15.5%	.	.	.	.	.	-0.2%
O=C(NC(=S)Nc1ccccc1N1CCOCC1)c1ccc(-c2ccccc2F)o1	9.6%	1.5%	-21.9%	-2.0%	11.7%	21.3%	0.0483	-0.23	0.464	0.308	18.6%	0.6%
Cc1cc(OCC(=O)Nc2ccc(CCO)cc2)c2c(C)c(C)c(=O)oc2c1	.	-10.2%	13.9%	3.1%	10.9%	16.1%	.	.	.	.	.	-0.1%
Cc1ccc(S(=O)(=O)N2CCN(C(C)C(=O)N3CCCc4ccccc43)CC2)cc1 (stereo not drawn)	-3.1%	6.3%	23.1%	-4.1%	23.2%	8.8%	-0.94	-0.177	-1.19	-0.433	6.0%	-0.1%
CN(NC(=O)c1cccc(Cl)c1)c1nc(-c2ccccc2)nnc1C(F)(F)F	0.7%	0.4%	3.3%	2.7%	6.2%	-3.5%	-0.747	-0.184	-0.487	0.32	3.1%	-0.1%
Cc1ccc2c(c1)C(c1ccccc1)N(C(=O)c1ccc(F)cc1)CC(=O)N2 (stereo not drawn)	.	-14.7%	24.8%	-17.8%	-1.3%	2.2%	.	.	.	.	.	-0.1%
COc1ccc(C(=O)CC(=O)c2ccc(C)cc2)c(O)c1	.	-46.0%	-23.5%	0.5%	14.1%	2.0%	.	.	.	.	.	0.7%
CCOC(=O)CCNC(=O)N1CCCC(C(=O)c2ccccc2SC)C1 (stereo not drawn)	17.3%	-42.2%	-19.3%	-1.3%	3.7%	-1.7%	1.13	0.189	1.02	-0.655	-0.7%	-0.1%
CCCN(CCC)S(=O)(=O)c1ccc(C(=O)NCc2n[nH]c(=S)n2-c2ccc(Cl)c(Cl)c2)cc1	-2.8%	-31.2%	-22.2%	-0.8%	6.2%	8.5%	0.0674	-0.302	-0.463	-1.23	-9.4%	0.5%
Cc1nnc(C)c2c(C)n(C(C)c3ccccc3)c(C)c12 (stereo not drawn)	3.9%	-11.1%	17.7%	8.6%	-13.7%	6.9%	-0.453	-0.0398	-0.358	0.822	7.5%	-0.1%
COc1cc(S(=O)(=O)N2CCOCC2)ccc1N	6.3%	-30.6%	-1.2%[20 µM]	-3.6%	-3.8%	4.2%	0.446	-0.26	0.254	0.74	-1.4%	0.1%
Cn1c(CNC(=O)c2ccc3c(c2)OCO3)nnc1SCC(=O)Nc1ccccc1Cl	.	-8.5%	-39.3%	4.3%	8.8%	7.6%	.	.	.	.	.	1.3%
CCN1CCC(Nc2ccnc3cc(Cl)ccc23)CC1	4.1%	-4.3%	.	.	-1.7%	5.1%	-0.255	-0.132	-0.278	-0.0685	4.2%	-0.1%
COc1cc(C(C)=O)ccc1OCC(=O)Nc1ccccc1N1CCCC1	.	7.1%	22.4%	-2.7%	6.4%	16.1%	.	.	.	.	.	-0.1%
COc1ccccc1CC(=O)NCCc1ccc(S(N)(=O)=O)cc1	4.0%	0.2%	21.2%	-6.6%	-10.0%	19.3%	-0.577	-0.183	-0.738	0.56	7.9%	-0.5%
CCN(CC)C(=O)CSc1nnc2cc(C)c3ccccc3n12	48.6%	-1.6%	-33.8%	8.5%	-1.3%	0.7%	-0.0529	-0.2	0.0995	0.115	-1.4%	0.1%
COc1ccc(N(CC(=O)Nc2cccc(SC)c2)S(C)(=O)=O)cc1	-27.4%	-28.8%	42.1%	2.9%	-12.9%	-3.9%	0.00228	-0.107	0.262	0.511	1.2%	0.6%
COc1cccc(C2C(C(=O)NCc3ccccc3)=C(C)Nc3ncnn32)c1 (stereo not drawn)	0.7%	20.4%	-5.7%	-0.2%	8.9%	-0.5%	0.942	-0.219	0.919	0.337	4.1%	0.3%

These rows are one share of the data (hit frequency here may not be typical).
